Screens (PubChem BioAssay)
CaV13 ICDI inh: Primary screen for inhibitors of IQ motif and Ca2+-dependent inactivation inhibitor domain binding in CACNA1D, Förster resonance energy transfer in living cells, …; 0.098% of 340,000 active; HEK cells, CFP/YFP FRET ICDI-IQ, plate reader, 10 min; percent FRET-ratio fall versus neutral wells; inhibition, % at 12.3 µM;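 active = mean replicate inhibition of at least 30% and at least 1% of replicates passing that level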;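 also: 0% = median of the neutral control wells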
PDI turbidity: inhibitors of human protein disulfide isomerase | P07237 | PDI insulin aggregation turbidity, A650, 90 min | inhibition, % at 10 µM | 0.052% of 350,000 active | AID 588391;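 active = mean inhibition across replicates of 30% or more, whatever share of single replicates reach that level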;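 also: absorbance from insulin aggregation driven by PDI reduction with DTT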
Target sequence (P07237 whole entry, looked up): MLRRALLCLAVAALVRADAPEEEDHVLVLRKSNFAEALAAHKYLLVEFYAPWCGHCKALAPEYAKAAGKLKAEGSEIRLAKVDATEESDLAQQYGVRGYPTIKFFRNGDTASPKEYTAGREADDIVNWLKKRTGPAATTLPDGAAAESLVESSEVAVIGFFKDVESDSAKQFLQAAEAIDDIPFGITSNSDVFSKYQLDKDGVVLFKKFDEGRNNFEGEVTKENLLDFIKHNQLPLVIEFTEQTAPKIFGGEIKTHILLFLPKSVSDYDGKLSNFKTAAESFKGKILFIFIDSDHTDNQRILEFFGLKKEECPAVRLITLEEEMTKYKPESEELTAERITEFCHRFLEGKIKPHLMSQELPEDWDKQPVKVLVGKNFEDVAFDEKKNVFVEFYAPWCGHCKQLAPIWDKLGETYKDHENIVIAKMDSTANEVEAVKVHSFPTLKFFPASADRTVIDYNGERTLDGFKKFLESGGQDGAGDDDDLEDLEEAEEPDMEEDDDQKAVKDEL
HTR2A ag: activates the mouse 5-HT2A serotonin receptor | P35363 | CHO-K1 mHTR2A beta-arrestin complementation, luminescence; percent of 30 µM serotonin response | activation, % at 7.6 µM | 0.66% of 360,000 active | AID 624169;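 active = activation above a run cutoff, the mean activation of all tested compounds plus 3 SD, cut at about 14% in these data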;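 also: 0% = plate median of compound wells and 100% = 30 µM serotonin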
Target sequence (P35363 whole entry, looked up): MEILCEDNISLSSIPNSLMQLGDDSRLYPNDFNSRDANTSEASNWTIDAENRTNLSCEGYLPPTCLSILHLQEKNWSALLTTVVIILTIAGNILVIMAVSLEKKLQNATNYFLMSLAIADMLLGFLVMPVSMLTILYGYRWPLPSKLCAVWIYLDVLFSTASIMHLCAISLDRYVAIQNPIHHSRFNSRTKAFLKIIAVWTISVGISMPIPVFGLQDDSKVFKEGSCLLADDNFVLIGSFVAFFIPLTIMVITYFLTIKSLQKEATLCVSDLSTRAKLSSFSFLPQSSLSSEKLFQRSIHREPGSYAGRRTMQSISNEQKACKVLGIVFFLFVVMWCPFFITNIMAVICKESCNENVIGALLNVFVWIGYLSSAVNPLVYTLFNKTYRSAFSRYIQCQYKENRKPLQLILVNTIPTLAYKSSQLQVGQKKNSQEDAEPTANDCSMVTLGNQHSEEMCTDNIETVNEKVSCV
iPSC survival up: increases survival of single human iPS cells; hiPSC single-cell survival, ATPlite luminescence; 100% = ROCK inhibitor wells, 0% = DMSO; 0.044% of 360,000 active; survival enhancement, % at 20 µM; in the data active = survival enhancement above about 18%;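 also: cells exposed to compounds for 16 hours before the ATP read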
H9c2 protect: protects H9c2 cardiomyocytes from peroxide injury. H2O2 injury protection, ATPLite, 2 h. protection from H2O2 cell death, % at 20 µM. 0.63% of 360,000 active. AID 588492;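 active = compounds giving at least 50% protection of heart cells from peroxide-induced death in the single-dose screen, raw or plate-pattern-corrected value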;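 also: 0% = DMSO wells with peroxide and 100% = DMSO wells without peroxide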
Shn3 inh set2: Schnurri-3 reporter inhibition in Clone20 osteoblasts | Clone20 osteoblast Shn3 3'UTR firefly luciferase, 24 h | inhibition, % at 12.5 µM | 0.52% of 360,000 active;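 active = mean inhibition of at least 75% with every replicate also reaching 75%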;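 also: 0% = median of neutral control wells and 100% = pilot-screen positive control compound; some compounds past the cut are filed as inactive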
NR2E3 ag-1: NR2E3 (human) agonism; inhibition of corepressor binding, % at 4.78 µM; AID 2300; 0.12% of 320,000 active; GST-NR2E3/biotin-RetCOR TR-FRET, 1536-well; Q9Y5X4;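 active = percent inhibition above the cutoff of mean plus 3 SD of all tested compounds, set per screening campaign, cut at about 20% in these data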;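 also: 0% = DMSO wells and 100% = biotin wells as full block of FRET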
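System: GST-tagged NR2E3 plus biotinylated RetCOR corepressor; Buffer or medium: pH 7.5 Tris-based buffer; Probe or stimulus: RetCOR corepressor, biotinylated, 7 nM; Doses: compound at 4.8 µM, single dose; Schedule: 5 h incubation at 4 °C; Technique: time-resolved FRET; Evaluation: percent inhibition of TR-FRET ratio; Replication: one well per compound, singlicate testing.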
NR2E3 ag-2: activates human NR2E3 receptor | Q9Y5X4 | CHO-S Gal4-NCOR/VP16-NR2E3 two-hybrid, luciferase | inhibition of corepressor binding, % at 3.98 µM | 0.35% of 360,000 active | AID 602229;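 active = inhibition above the mean of all tested compounds plus 3 SD, cut at about 70% in these data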;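 also: 0% = DMSO with NR2E3 transfected cells and 100% = cells lacking NR2E3 construct; higher means lower luciferase signal from less NR2E3 corepressor binding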
TRPM1 prom inh: reduces MITF-dependent TRPM1 promoter luciferase signal. SK-MEL-5 TRPM1 promoter luciferase, 24 h. inhibition, % at 12.5 µM. 0.83% of 330,000 active;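 active = mean inhibition across replicates of 60% or more, whatever share of single replicates reaches that level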; also: values of inactives mirror those of a sister screen read the other way
Peg3 prom inh: inhibitors of Peg3 promoter. HeLa PEG-Prom luciferase reporter, luminescence, overnight. inhibition, % at 20 µM. 1.7% of 360,000 active. AID 588405;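 active = inhibition of at least 50% at 20 µM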
HIF-2a inh: inhibitors of HIF-2a. 786-0 RCC cells HIF-2a reporter, luciferase luminescence, overnight. inhibition, % at 18.8 µM. 0.72% of 360,000 active;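 active = inhibition of the luminescence signal of 40% or more relative to plate controls, in a single-dose primary screen at 18.75 µM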
An asterisk follows results filed as active; x = not tested or not shown.

SMILES | CaV13 ICDI inh | PDI turbidity | HTR2A ag | iPSC survival up | H9c2 protect | Shn3 inh set2 | NR2E3 ag-1 | NR2E3 ag-2 | TRPM1 prom inh | Peg3 prom inh | HIF-2a inh
C(=NOCc1ccccc1)c1ccncc1 | -5.9 | -1.3 | 2.9 | -2.2 | -7.1 | -13.1 | x | -39.7 | -62.8 | -120.0 | -148.6
CCOc1ccccc1OCCCC(=O)N1CCN(S(=O)(=O)c2ccc(Cl)cc2)CC1 | -2.9 | -5.1 | -7.7 | 0.2 | -1.1 | -5.8 | 0.4 | 4.1 | 7.1 | 0.1 | 9.3
Cc1ccc(OCC(O)CNS(=O)(=O)c2ccccc2C(=O)O)cc1 (centres undefined) | -4.7 | 8.4 | 1.9 | -1.8 | 4.0 | -7.5 | -1.2 | -25.5 | 12.7 | -12.7 | 7.8
Cc1cc(C)n(C(=O)N(c2ccccc2)c2ccccc2)n1 | -3.4 | 4.4 | -3.2 | 0.9 | -2.1 | 7.5 | -2.1 | 7.4 | 9.6 | 33.0 | 12.3
O=P(c1ccccc1)(c1ccccc1)c1ccc(O)cc1 | -5.3 | 2.8 | -5.5 | 0.2 | -5.2 | 10.7 | 0.1 | -11.7 | 1.7 | 12.8 | 16.8
COc1ccc(/C=N/NC(=O)c2ccoc2C)cc1OC | -3.8 | 0.5 | 0.7 | 0.9 | 2.3 | -5.1 | -3.9 | -11.5 | 1.9 | -1.6 | -11.5
O=C(COc1ccccc1Cl)NNC(=O)C1CCCO1 (centres undefined) | -5.9 | 0.7 | 0.6 | -1.4 | 5.3 | 27.7 | -0.9 | -25.5 | 1.2 | -10.1 | 8.4
Cc1[nH]c2ccc(C(=O)NCCCN3CCCCCC3)cc2c1C | -2.1 | -7.0 | -6.8 | -0.3 | -2.8 | 11.6 | -0.9 | 12.8 | -12.9 | -13.3 | 3.4
Cc1c(/C=C/C(=O)c2ccccc2)cnn1C | x | -10.3 | 1.8 | -4.2 | -6.4 | -22.7 | -2.5 | -23.9 | -56.3 | -258.5 | -193.6
COc1cccc(/C=C2\N=C(c3c(-c4ccccc4)noc3C)OC2=O)c1 | -7.7 | -3.9 | 3.0 | 0.3 | 2.1 | -22.0 | 1.4 | 4.6 | -5.0 | 1.3 | -2.1
COc1ccc2[nH]cc(CCn3ccc(=O)c(C)c3C)c2c1 | 1.5 | 9.1 | 2.5 | -0.5 | 1.9 | 9.9 | -4.7 | -23.9 | 7.3 | -7.6 | 16.1
Cc1ccc(NC(=O)CN(C)c2ccc(S(=O)(=O)N3CCCC3)cn2)cc1 | -7.2 | -2.9 | 2.8 | 0.3 | 1.5 | 0.6 | -0.6 | -4.0 | 8.5 | 20.4 | 18.2
Cc1cccc(NC(=O)N2CCCCCC2)c1C | -2.6 | -1.9 | 1.6 | -0.4 | -0.5 | -7.9 | -3.1 | -31.0 | -5.3 | -26.5 | -10.6
CCOC(=O)c1nnn(-c2nonc2N)c1CNc1ccccc1 | -5.7 | 0.9 | -1.4 | -1.4 | 3.9 | 22.0 | -2.3 | -24.3 | 1.7 | 13.9 | 15.3
Cn1c(=O)c2sccc2n2c(CCCC(=O)N3CCCCC3)nnc12 | -7.4 | 0.6 | 3.9 | 0.0 | 0.6 | -7.1 | 1.3 | 2.4 | 7.6 | -22.6 | 4.2
O=C(Cc1ccccc1)NCCc1ccc(Cl)cc1Cl | x | 1.9 | 4.3 | -0.2 | -5.3 | 5.6 | 3.3 | -8.6 | -6.6 | 1.6 | -0.3
Cc1ccc(Cl)cc1NC(=O)C1CC(=O)Nc2ncnn21 (centres undefined) | -1.7 | -3.2 | -1.8 | 1.3 | 1.3 | 4.5 | 0.2 | 28.5 | -1.5 | 11.4 | 20.0
COc1ccc(OC)c(C(=O)COC(=O)COc2ccccc2)c1 | -9.2 | 2.1 | -5.6 | -1.7 | 36.4 | 7.6 | x | -10.9 | 19.1 | -3.7 | 23.5
COc1cc(C=NNC(=O)c2ccccc2NS(=O)(=O)c2cccs2)cc(OC)c1O | -13.4 | 17.3 | 1.4 | -0.2 | 10.6 | 9.9 | x | -15.3 | x | -5.6 | 8.8
Cc1ccnc(NS(=O)(=O)c2ccc(NC(=O)CCOc3ccccc3)cc2)n1 | -5.9 | -6.0 | 0.7 | 0.9 | 4.7 | -0.5 | 1.0 | -13.0 | -2.3 | 11.9 | 13.8
COc1ccc(-c2cc(C(=O)N3CCOCC3)no2)cc1 | -2.7 | -8.9 | 2.0 | -0.3 | -11.2 | -5.5 | 0.9 | -102.3 | 9.6 | -43.7 | -20.7
CC1(C)C(C#N)=C(N)OC2=C1C(=O)CCC2 | -7.6 | 7.4 | 1.8 | 0.8 | -4.5 | 16.1 | 0.0 | 3.6 | 13.7 | 5.5 | 2.2
Cc1nnc2ccc(-c3cccc(NC(=O)c4ccc(Cl)nc4)c3)nn12 | -2.5 | 5.2 | -4.2 | -0.7 | 63.4* | x | -0.8 | -17.3 | 0.4 | 10.9 | -4.1
COc1cccc(-c2cc(NC=O)c3ncc(-c4cccc(C(=O)N(C)C)c4)n3c2)c1 | -4.9 | 7.3 | 3.4 | 2.8 | 31.6 | 5.1 | x | -9.4 | x | 32.4 | -8.2
Cc1cc(=O)n2[nH]c(-c3ccc(F)cc3)cc2n1 | -1.6 | 3.5 | 7.5 | 1.6 | -5.2 | -23.0 | -0.8 | -70.8 | -12.4 | -152.6 | -165.6

(more compounds)
SMILES | CaV13 ICDI inh | PDI turbidity | HTR2A ag | iPSC survival up | H9c2 protect | Shn3 inh set2 | NR2E3 ag-1 | NR2E3 ag-2 | TRPM1 prom inh | Peg3 prom inh | HIF-2a inh
O=C(OCc1cc(Cl)ccc1OC(F)F)c1cncc(Br)c1 | -2.4 | 3.9 | -6.0 | -2.1 | -9.9 | 3.8 | 4.1 | -29.8 | 4.6 | 6.9 | 8.1
CC(C)c1ccc(NC(=O)Nc2nc(C(C)N)cs2)cc1 (centres undefined) | -12.6 | -9.6 | 2.1 | -3.6 | -1.4 | -12.4 | x | 8.2 | x | 85.6* | 3.7
Cc1ccc(NC(=S)N2CCN(c3nccc(C(F)(F)F)n3)CC2)c(C)c1 | -3.9 | 13.9 | 3.7 | 0.0 | -1.3 | -3.8 | -4.5 | 6.3 | 7.9 | 2.1 | 0.3
Cc1ccc(C(=O)NCC(=O)OCc2csc(-c3ccccc3)n2)cc1 | -4.5 | -0.9 | -6.2 | -0.7 | -1.1 | -24.9 | -1.9 | -16.7 | 0.6 | -23.5 | -45.8
NC1=NC[C@H](c2ccccc2)N1CCCCC1CCCCC1 | -6.1 | -9.2 | -6.5 | 14.9 | -22.8 | 82.4 | 1.4 | -1.9 | 14.9 | 99.8* | 6.8
CCCCCCNC(=O)O[C@@]12CN(S(=O)(=O)c3ccc(C)cc3)C[C@]1(O)Cn1c(=O)n(CCCCCC)c(=O)n1C2 | -3.9 | -6.3 | 6.3 | 1.6 | -14.1 | 38.1 | x | 8.3 | x | 23.1 | -5.4
CCOC(=O)C(N)CSC1CC(=O)N(c2ccc(C(=O)OC)cc2)C1=O (centres undefined) | x | -5.2 | 0.9 | -0.8 | 4.8 | 1.5 | -5.0 | -9.5 | -2.2 | -5.1 | 0.1
Cn1nccc1C(=O)N1CCN(C23CC4CC(CC(C4)C2)C3)CC1 | -6.3 | -0.4 | -5.5 | 2.5 | 7.1 | 4.1 | -0.9 | 5.9 | 6.9 | 2.8 | 4.5
CCC(C)NC(=O)NC(=O)N(C1CCCCC1)S(C)(=O)=O (centres undefined) | -4.6 | 4.8 | 4.2 | 3.1 | 4.0 | -19.4 | 0.7 | 0.7 | 0.0 | 6.0 | 10.5
COc1ccc(OC)c(C=NNC(=O)c2ccccc2NS(=O)(=O)c2cccs2)c1 | -3.6 | -0.2 | -4.8 | -0.5 | 1.2 | 3.3 | x | -19.3 | 6.2 | 9.3 | 4.9
COc1cc2ccccc2cc1C(=O)N1CCc2ccccc21 | -15.4 | -9.7 | -3.0 | -0.5 | -6.6 | 8.0 | x | -36.0 | 33.8 | 18.4 | 11.5
CC1(C(=O)Nc2cccc3c2CCCC3)CCN1C(=O)CCc1ccc(Cl)cc1Cl (centres undefined) | -5.6 | -3.1 | -2.7 | -1.0 | -4.7 | 14.1 | x | -2.3 | x | 36.2 | 13.4
CCOc1ccc(NC(=O)c2ccc(CNc3c(N4CCCC4)c(=O)c3=O)cc2)cc1 | -15.5 | 12.4 | -1.9 | 1.1 | -18.5 | -0.8 | 2.0 | -11.4 | -13.6 | -4.0 | -19.2
O=C(CN(C(=O)C1CSC(=O)C1)c1cccc(F)c1)NC1CCCC1 (centres undefined) | 3.0 | 0.7 | -2.7 | -0.3 | -2.1 | 4.9 | 3.1 | -12.8 | 9.4 | 2.2 | 9.4
CC1=C(C(=O)Nc2cccnc2)C(c2cccnc2)n2ncnc2N1 (centres undefined) | -4.2 | 5.5 | 0.1 | -0.7 | 6.6 | -9.9 | 0.8 | -2.4 | -7.4 | 11.3 | 11.0
COc1ccc(C2Nc3ccccc3C(=O)N2Cc2ccco2)cc1COc1ccc(NC(C)=O)cc1 (centres undefined) | -5.6 | 2.9 | -1.9 | -0.5 | -4.6 | -0.1 | 1.0 | -3.3 | -1.4 | -11.7 | 25.1
O=C(Nc1ccccc1-c1ccccc1)NC1CC2CCCC(C1)N2Cc1ccc(F)cc1 (centres undefined) | -4.7 | 19.4 | -6.4 | -0.7 | 6.1 | 20.3 | 2.4 | 22.1 | -17.4 | 0.2 | 24.4
O=C(O)CCSc1nnc(-c2ccncc2)n1-c1ccccc1 | -1.4 | -1.3 | -1.6 | 0.4 | -1.3 | 1.6 | 3.8 | -11.5 | -0.1 | -3.1 | 13.6
CCOC(=O)Cn1c(=NC(=O)CN2C(=O)CCC2=O)sc2cc(S(N)(=O)=O)ccc21 | -5.1 | -8.2 | 1.7 | 0.8 | 0.1 | -6.9 | 1.9 | 18.9 | -7.2 | 10.8 | 7.7
Cc1ccc2c(ccn3cc4c(c(=O)n(C)c(=O)n4C)c23)c1 | 1.4 | 6.0 | -1.2 | 0.4 | -6.4 | 28.8 | 6.0 | 11.8 | 21.0 | 3.8 | -85.7
CCCn1nc2cc(C(=O)NC3CCc4ccccc43)ccc2c1OCC (centres undefined) | -9.3 | 3.2 | -0.4 | -0.5 | 6.0 | 10.0 | -0.2 | -15.9 | 6.2 | -2.1 | -33.0

Rewritten as tab-separated lines: entries from further up
compound	CaV13 ICDI inh	PDI turbidity	HTR2A ag	iPSC survival up	H9c2 protect	Shn3 inh set2	NR2E3 ag-1	NR2E3 ag-2	TRPM1 prom inh	Peg3 prom inh	HIF-2a inh
CCOC(=O)Cn1c(=NC(=O)CN2C(=O)CCC2=O)sc2cc(S(N)(=O)=O)ccc21	-5.1	-8.2	1.7	0.8	0.1	-6.9	1.9	18.9	-7.2	10.8	7.7
Cc1ccc2c(ccn3cc4c(c(=O)n(C)c(=O)n4C)c23)c1	1.4	6.0	-1.2	0.4	-6.4	28.8	6.0	11.8	21.0	3.8	-85.7
